Gli-Sufu antag: antagonists of Gli-Sufu signaling; AID 588413; hit rate 0.74% among 340,000; Sufu-KO-LIGHT fibroblasts, Gli luciferase reporter luminescence; inhibition, % at 5 µM;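 active means inhibition above about 55%, limit read from the data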;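 further: 0% = DMSO-treated cells and 100% = wells with medium but no cells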
APOBEC3G inh: APOBEC3G (human) deaminase inhibition; hit rate 0.28% among 330,000; Q9HC16; recombinant A3G, ssDNA deamination FAM/TAMRA fluorescence; AID 493012; inhibition, % at 20 µM;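 active means inhibition of at least 40% at 20 µM, with no more than 30% in the related APOBEC3A deaminase screen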;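 further: plate controls were DMSO wells with A3G for no effect and wells lacking A3G enzyme for full effect; some compounds called inactive have numbers as strong as hits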
CXCR6 inh: blocks human CXCR6 beta-arrestin recruitment | O00574 | inhibition, % at 20 µM | CHO-K1 PathHunter CXCR6 beta-arrestin, luminescence | hit rate 0.36% among 360,000; in the data active means inhibition above about 34%, passing the limit was not always enough;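 further: antagonist mode with CXCL16 agonist at 10 nM final; 0% = 10 nM CXCL16 with DMSO and 100% = unstimulated wells without agonist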
Target sequence (O00574 whole entry, looked up): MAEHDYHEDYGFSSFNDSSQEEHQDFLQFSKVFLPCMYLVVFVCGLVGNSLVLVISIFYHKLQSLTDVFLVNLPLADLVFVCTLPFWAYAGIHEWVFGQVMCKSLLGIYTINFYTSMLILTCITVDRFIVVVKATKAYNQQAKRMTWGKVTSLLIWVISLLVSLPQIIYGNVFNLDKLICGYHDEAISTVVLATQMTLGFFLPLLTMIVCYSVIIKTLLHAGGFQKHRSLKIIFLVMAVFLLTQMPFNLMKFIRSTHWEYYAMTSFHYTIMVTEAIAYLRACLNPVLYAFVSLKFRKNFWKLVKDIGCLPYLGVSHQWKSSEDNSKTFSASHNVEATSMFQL
A3A deaminase: blocks human APOBEC3A ssDNA deamination; P31941; recombinant A3A, FAM/TAMRA ssDNA deamination fluorescence; inhibition, % at 20 µM; hit rate 0.41% among 330,000; AID 493011;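 active means at least 40% inhibition at 20 µM here, with at most 30% in a related deaminase screen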;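 further: plate controls were A3A with DMSO for no effect and wells lacking A3A enzyme for full effect; some results filed as inactive read as strong as hits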
Target sequence (P31941 whole entry, looked up): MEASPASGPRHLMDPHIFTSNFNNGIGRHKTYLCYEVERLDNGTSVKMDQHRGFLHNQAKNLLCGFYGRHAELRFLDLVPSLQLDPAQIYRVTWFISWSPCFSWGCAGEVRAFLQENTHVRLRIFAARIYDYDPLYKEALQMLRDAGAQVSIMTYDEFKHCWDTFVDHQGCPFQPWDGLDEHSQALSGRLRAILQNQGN
EBI2 antag: EBI2 (human) antagonism | hit rate 0.81% among 360,000 | EBI2 beta-arrestin recruitment, luminescence, 7a,25-OHC stimulated | inhibition, % at 5 µM | P32249; in the data active means inhibition above about 38%;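 further: enzyme fragment complementation signal reports receptor beta-arrestin coupling in cells; 0% = agonist plus DMSO wells and 100% = wells without agonist; some results beyond the cut were filed as inactive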
NR3A LBD binder: NR3A (human) ligand-binding domain modulation; NR3A LBD differential scanning fluorimetry, Tm shift; 0% = protein alone, 100% = glycine-bound protein; Tm shift relative to glycine control, % at 25 µM; hit rate 2.5% among 340,000;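 active means melting temperature shift of at least 10% of the positive control shift, at one fixed dose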
CCR6 antag: CCR6 (human) receptor antagonism. AID 493098. hit rate 0.49% among 340,000. inhibition, % at 20 µM. CHO-K1 CCR6 PathHunter beta-arrestin, luminescence, CCL20-stimulated. P51684;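 active means compounds whose inhibition of the agonist-driven luminescence signal at 20 µM reaches about 50%, limit read from the data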;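 further: cells stimulated with CCL20 at 14 nM final; plate controls were DMSO with CCL20 for no effect and DMSO without agonist for full effect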
Target sequence (P51684 whole entry, looked up): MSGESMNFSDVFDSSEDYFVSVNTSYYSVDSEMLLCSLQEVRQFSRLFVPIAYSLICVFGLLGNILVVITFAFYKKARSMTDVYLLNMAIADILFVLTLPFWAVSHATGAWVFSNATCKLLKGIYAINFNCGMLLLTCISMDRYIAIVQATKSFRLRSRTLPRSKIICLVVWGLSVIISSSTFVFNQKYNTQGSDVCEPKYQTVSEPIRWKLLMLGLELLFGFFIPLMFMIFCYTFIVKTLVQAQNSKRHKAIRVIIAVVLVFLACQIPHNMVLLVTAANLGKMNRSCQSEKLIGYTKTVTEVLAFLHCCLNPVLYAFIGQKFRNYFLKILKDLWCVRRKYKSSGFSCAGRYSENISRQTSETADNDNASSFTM
MPTP inh: permeability transition pore inhibition; AID 602449; isolated mouse mitochondria, Ca2+ swelling absorbance, 30 min; hit rate 1.4% among 360,000; inhibition, % at 10 µM;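 active means inhibition of 50% or more, scaled per plate between neutral and stimulator controls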;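 further: 0% = DMSO wells given calcium and 100% = 1 mM EGTA wells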
* marks the source's active call; other numbers are inactive results; nt = no result given.

smiles,Gli-Sufu antag,APOBEC3G inh,CXCR6 inh,A3A deaminase,EBI2 antag,NR3A LBD binder,CCR6 antag,MPTP inh
Cc1noc(C)c1S(=O)(=O)N(C)C[C@H]1Oc2ccc(NC(=O)CCC(F)(F)F)cc2C(=O)N([C@H](C)CO)C[C@@H]1C,-12,-7,-4,-2,1,0,3,0.7
O=C(NC(=S)Nc1ccc(F)c(Cl)c1)C1CC1,-2,-5,0,0,6,1,6,-0.2
O=C(N/N=C/C1CC=CCC1)c1cc(Br)ccc1O (centres undefined),-13,-8,3,-8,-5,-3,-18,1.7
Cc1ccccc1C(=O)O/N=C(\c1ccccc1)c1ccccn1,0,-7,-1,-3,9,1,13,-0.4
CCOc1cc(/C=C(/C#N)c2ccc(F)cc2)ccc1OCc1ccc(C(=O)O)o1,5,-5,18,-1,9,0,7,1.0
CCCCCCn1c(N)c(C#N)c2ccc([N+](=O)[O-])cc2c1=O,2,-9,7,-1,17,-2,9,17
Cc1ccc(NC(=O)COC(=O)CCc2c(C)nc3ncnn3c2C)cc1,-2,5,-10,2,-5,1,2,0.1
CCOc1ccc(NC(=O)C(C)SC(N)=O)cc1 (centres undefined),28,1,-1,16,-4,-1,2,0.0
CCC(=O)Nc1ccccc1C(=O)N1CCCC1,-9,-8,0,-2,-5,-5,3,-0.7
COc1ccc(CNC(=O)CN(Cc2ccc(Cl)cc2)C(=O)c2csnn2)cc1,19,-4,2,-2,0,2,10,-3.1
CCOCc1nnc(NC(=O)CCc2ccccc2)s1,-11,-6,-8,3,-10,2,-10,0.2
Cc1[nH]c(=O)c(C#N)c2c1COC(C)(C)C2,-7,-2,-9,6,-1,1,-19,0.0
O=C(NN=CC=Cc1ccccc1)C(O)C(O)C(=O)NN=CC=Cc1ccccc1 (centres undefined),7,nt,2,nt,-13,3,14,0.6
Cc1cc(=O)n2[nH]c(-c3sccc3-n3c(C)ccc3C)cc2n1,-7,8,nt,6,nt,-6,19,nt
CCC(C)NC(=O)CCn1c(-c2ccc(F)cc2)cc(C(C)=O)c1C (centres undefined),-11,-9,2,3,0,3,-1,1.3
CCSC1=N/C(=C\c2ccccc2)C(=O)N1c1ccc(OC)cc1,1,-6,13,-2,26,-1,23,3.3
Cc1oc(-c2ccccc2F)nc1CS(=O)(=O)CC(=O)N1CCCCCC1,2,1,2,1,-6,-3,14,-0.1
COc1ccc(Cl)cc1N(CC(=O)Nc1ccccc1C(=O)NCc1ccco1)S(C)(=O)=O,5,4,1,-5,-12,-4,-7,-1.8
O=C1CCCC(O)=C1C=NCc1ccccc1,58*,-9,4,-1,-1,-2,-4,2.2
O=C(CCCCCn1c(=S)[nH]c2cc3c(cc2c1=O)OCO3)N1CCN(C2CCCCC2)CC1,18,-2,1,0,-4,-1,23,8.8
O=c1cnc(-c2ccc(Cl)cc2)cn1O,-8,-7,-2,-1,-2,-1,20,1.5
Cc1ccc(Nc2nc(N)nc(CN3CCN(c4ccccc4F)CC3)n2)cc1,3,-3,2,-2,-10,-2,0,-1.3
O=C(O)CSCC(=O)N1CCCN(c2nccc(C(F)(F)F)n2)CC1,9,-8,2,-1,2,1,14,1.0
CCN1CCN(CCCNC(=O)c2ccc(/C=C3/Sc4ccccc4N(Cc4ccccc4F)C3=O)cc2)CC1,2,-1,-5,4,14,-3,14,-2.9
Cc1cc2c(c(=O)n1CCc1ccccc1)C(C(C)C)C(C#N)=C(N)O2 (centres undefined),9,0,3,-2,14,0,9,-0.2
C[C@@H]1CN([C@@H](C)CO)C(=O)c2cccc(NS(C)(=O)=O)c2O[C@H]1CN(C)Cc1ccc(C(=O)O)cc1,33,-3,-7,-2,-1,1,6,-2.4
CSc1nccc(NC(=O)c2ccc(C(C)(C)C)cc2)n1,7,-11,-6,-6,36,0,1,96*
CCCCNC(=O)Cn1cnc2sc(C)c(S(=O)(=O)N3CCN(c4ncccn4)CC3)c2c1=O,4,-4,-4,-1,-1,-1,-2,-0.1
COc1ccc(-c2ccnc3nc(N4CCOCC4)nn23)cc1,-10,-6,-2,-2,6,-2,5,0.4
COc1ccc(S(=O)(=O)N(CCC#N)Cc2ccco2)cc1OC,-2,-3,0,-2,-5,0,11,2.6

Reprinted from the part before: 2 compounds, then new ones.
smiles,Gli-Sufu antag,APOBEC3G inh,CXCR6 inh,A3A deaminase,EBI2 antag,NR3A LBD binder,CCR6 antag,MPTP inh
COc1ccc(-c2ccnc3nc(N4CCOCC4)nn23)cc1,-10,-6,-2,-2,6,-2,5,0.4
COc1ccc(S(=O)(=O)N(CCC#N)Cc2ccco2)cc1OC,-2,-3,0,-2,-5,0,11,2.6
CCN1C(=Nc2ccc(Cl)cc2)SC/C1=C\C(=O)OC,-12,0,-3,-1,26,2,12,1.3
CCCCCc1cc(OC)cc2c1C(=O)OC(C)(C)O2,-9,2,-4,2,0,0,23,3.8
CCN(c1ccccc1)S(=O)(=O)c1ccc(C(=O)Nc2nnc(CSC)o2)cc1,-5,5,2,3,6,-3,6,0.4
O=C(/C=C/c1ccccc1[N+](=O)[O-])Nc1ccc(S(=O)(=O)Nc2ncccn2)cc1,7,-2,2,1,1,-7,11,0.4
CSc1ccc(CCNC(=O)C2CCCN(c3ncnc4c3nc3n4CCCCC3)C2)cc1 (centres undefined),nt,-2,12,-5,11,-1,25,-1.0
O=C(CSc1nncn1-c1ccccc1F)NC1CC1,-4,-8,1,4,-3,3,0,1.2
Fc1cccc(-c2oncc2-c2nnnn2-c2ccc(Cl)cc2)c1,-2,-3,-1,1,1,1,17,1.3
CCc1cc(=O)oc2cc(C)cc(OCC(=O)NCC(O)c3ccccc3)c12 (centres undefined),3,-2,0,0,4,0,11,-0.5
COc1ccc(C(=O)OCC(=O)Nc2ccc3c(c2)OCO3)cc1S(=O)(=O)N1CCOCC1,-1,-2,1,-1,0,3,7,-1.6
Cc1cccc(N2CCN(C(=O)CCc3nc4ccccc4[nH]3)CC2C)c1 (centres undefined),-19,5,-1,-1,6,5,16,0.6
COCc1[nH]nc2c1C(c1ccc(OC)cc1)C(C#N)=C(N)O2 (centres undefined),-18,0,-3,8,-9,4,15,-0.8
Cc1cccc(C)c1NC(=O)CCCSc1nnc(-c2ccco2)o1,-4,-7,1,1,-3,0,0,1.7
CCOC(=O)C1=C(CCc2ccccc2)NC(=O)NC1c1ccc2ccccc2c1 (centres undefined),-2,-11,-4,-1,2,-11,4,-0.4
S=C(NCc1ccco1)N1CCN(C(c2ccccc2)c2ccccc2)CC1,-3,-7,18,-5,16,-3,20,3.0
CC(OC(=O)C1CCCCC1)c1nc2ccccc2[nH]1 (centres undefined),12,-6,7,1,1,-1,-9,-1.6
CNC(=S)N/N=C/c1cn(Cc2c(F)cccc2Cl)c2ccccc12,27,-2,0,0,17,-9,18,2.5
O=C(O/N=C(\c1ccccc1)c1ccccn1)c1cccc2ccccc12,-5,-8,-2,-2,-7,0,0,-0.4
Cc1ccc(NC(=O)c2cccc(S(=O)(=O)N3CCN(c4ccc(F)cc4)CC3)c2)nc1,22,-3,4,0,2,-2,13,-0.6
C=CCSc1nsc(N)n1,-19,-6,-2,1,-8,0,-15,-0.2
Cc1ccc(C2=CC(c3ccc(N(C)C)cc3)n3nnnc3N2)cc1 (centres undefined),-7,-71,-4,-15,26,-4,5,3.4
O=C(CCNS(=O)(=O)c1cccc2nsnc12)Nc1ccc2c(c1)OCCO2,8,-4,9,-2,-5,1,5,0.2
CCOC(=O)C1CN(S(=O)(=O)c2cc(OC)ccc2OC)C1,5,21,2,-1,-5,0,-4,-0.4
CC1CCN(C(=O)c2ccc(NC(=O)c3cccs3)cc2)CC1,-6,-9,8,-2,-2,-1,2,0.5
C/C(=N\NC(=O)c1nnn(-c2nonc2N)c1CN(C)c1ccccc1)c1ccc(O)cc1,-5,-8,-8,-6,-7,6,-11,-0.1
CCc1cccc(CC)c1NC(=O)C1CC(=O)N(c2ccc3c(c2)OCCO3)C1 (centres undefined),1,-2,7,4,18,-1,-2,-0.1
COc1cc(NC(=O)c2cc(OC)c(OC)c(OC)c2)cc(-n2cnnn2)c1,-2,-3,-5,1,1,1,5,-0.9
CC(=O)c1c(C)[nH]c(C(=O)OCC(=O)Nc2ncc(Cl)c(C)c2Cl)c1C,5,-3,-4,3,-12,0,-9,2.0
CCOc1cccc(OCCCNCCCOC)c1,-2,-1,4,2,3,0,-12,-3.4
COc1ccc(CNC(=O)CN2C(=O)COc3ccc(S(=O)(=O)N4CCC(C)CC4)cc32)cc1,-1,-5,-1,-3,8,45*,18,-0.8
COc1ccc(N2C(=O)CC(N3CCC(O)(c4ccc(Cl)cc4)CC3)C2=O)cc1 (centres undefined),1,-4,-3,0,-9,-6,15,16
COc1cc(OC)nc(NC(=S)NC(=O)c2ccccc2)n1,-4,-3,7,0,0,-3,14,-1.2
O=C(Nc1ccc(Br)cc1)C1CC=CCC1C(=O)OCC1CCCO1 (centres undefined),-6,-10,11,-2,3,1,8,1.1
CC(=O)NC(CCCNC(=S)NC1CCCCC1)C(=O)O (centres undefined),0,-5,2,-1,2,-1,-11,-2.1
CC(C)c1nc(SCC(=O)Nc2ccc3c(c2)OCO3)n[nH]1,-8,-1,-15,7,1,0,-13,-1.4
Cc1ccc(NC(=O)COC(=O)c2ccc(-n3cnnn3)cc2)c(Br)c1,-1,3,-2,23,-4,-2,-11,0.0
COc1ccc2c(c1)C(=O)CC(c1ccccc1F)O2 (centres undefined),11,-2,2,3,10,0,25,1.2
CCn1cc(C(=O)OCC(=O)Nc2c(C)cccc2C)c(=O)c2ccc(C)nc21,4,3,1,21,-3,2,-2,0.8
Cc1ccc(NC(=O)c2cnn(-c3ccccc3)c2C)cc1C,-22,5,-8,0,12,3,11,0.0
CC1CC1C(=O)OCC(=O)Nc1ccc(Cl)cn1 (centres undefined),-4,-5,3,-1,-2,-1,-9,-0.6
CC1C(=NO)C(C)C(c2ccc(N(C)C)cc2)NC1c1ccc(N(C)C)cc1 (centres undefined),4,-3,4,-1,-5,-2,-6,-0.4

Screening data as filed in PubChem.
